KB-3-1 tox = KB-3-1 parental cell cytotoxicity. KB-3-1 viability, CellTiter-Glo ATP luminescence, 72 h. Potency, µM (top dose mostly 46.1 µM), for inactives: at the top dose activity change, negative = cytotoxic, actives largely listed as cytotoxic. 400,000 tested, 1.4% active. AID 1347075; also: % is scaled to controls: 0 for no effect and ±100 for the full control effect; nearly all actives have a fitted effect of over 60% in size
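Luminescent ATP read-out (CellTiter-Glo) measures survival of drug-naive KB-3-1 cells after 72 h compound exposure at 37 °C. Titration series was screened from lowest to highest concentration, with DMSO vehicle plates as background controls.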
HT1080 IDH1KD tx = kills HT-1080 cells with IDH1 knockdown. HT-1080 IDH1 knockdown viability, ATP luminescence, 48 h. Potency, µM (series often up to 46.1 µM), for the others: top-dose activity, negative = toxicity, hits mostly cytotoxic. 360,000 tested, 2% active. AID 686971;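 also: 0% = DMSO wells and -100% = cell-free medium wells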
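In this qHTS, HT-1080 cells depleted of IDH1 are exposed for 48 h at 37 °C to compound titrations. Toxicity is scored from CellTiter-Glo luminescence, with DMSO as full viability and medium alone as none.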
HT1080NT lethal = kills 2HG-producing HT-1080-NT fibrosarcoma cells | AID 686970 | 360,000 tested, 1.6% active | Potency, µM (top dose mostly 46.1 µM), inactives show at the top dose activity, negative = less viability, hits mostly cytotoxic | HT-1080-NT fibrosarcoma viability, CellTiter-Glo ATP luminescence, 48 h;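 also: NT is the 2HG producing partner of a matched IDH1 knockdown line; 0% = DMSO-treated cells and -100% = media-only wells without cells; nearly all actives have a fitted effect of over 55% in size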
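Luminescent CellTiter-Glo readout after 48 hours of compound exposure at 37 degrees C defined viability of HT-1080-NT cells. Activity was normalized to DMSO wells and cell-free media wells; concentration-response curves were fitted and assigned curve classes.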
KB-V1 MDR tox = kills drug-selected multidrug resistant KB-V1 cells; KB-V1 MDR cells viability, CellTiter-Glo, 72 h; Potency, µM (top dose mostly 46.1 µM), without a hit: at the top dose activity change, negative = cytotoxicity, usual class: cytotoxic; 400,000 tested, 3.4% active; also: % is scaled to controls: 0 for no effect and ±100 for the full control effect; nearly all actives have a fitted effect of over 60% in size
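Potencies derive from concentration-effect curves fitted to normalized luminescence (CellTiter-Glo) of KB-V1 cells treated for 72 h at 37 degrees C in phenol-red-free DMEM containing 10% FBS.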
GLP1R ag = activates the human GLP-1 receptor. 380,000 tested, 0.007% active. P43220. Potency, µM (highest dose often 45.6 µM), inactives show at the top dose activation, most hits filed as activators. HEK293 GLP-1R CRE-luciferase, luminescence, 4-6 h; cells express a hypersensitive GLP-1R form; also: % of control where 0% means no effect
Target sequence (P43220 whole entry, looked up): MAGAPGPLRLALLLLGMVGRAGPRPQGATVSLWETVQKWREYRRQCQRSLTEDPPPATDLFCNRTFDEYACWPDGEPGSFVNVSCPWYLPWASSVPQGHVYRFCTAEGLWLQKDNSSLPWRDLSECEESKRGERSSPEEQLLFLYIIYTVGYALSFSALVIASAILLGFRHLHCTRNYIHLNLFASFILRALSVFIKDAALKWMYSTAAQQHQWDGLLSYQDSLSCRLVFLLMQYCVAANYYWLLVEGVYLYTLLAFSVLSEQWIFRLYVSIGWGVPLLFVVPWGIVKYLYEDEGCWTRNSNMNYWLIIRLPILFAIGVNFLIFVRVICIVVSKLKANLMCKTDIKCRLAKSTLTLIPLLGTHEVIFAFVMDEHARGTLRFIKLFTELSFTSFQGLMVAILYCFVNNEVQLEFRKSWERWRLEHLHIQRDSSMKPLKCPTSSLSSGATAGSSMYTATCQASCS
TDP43 rescue = rescues yeast growth from TDP-43 toxicity; TDP-43 expressing yeast growth rescue, BacTiter-Glo, 24 h; Potency, µM (series often up to 46.1 µM), for the others: top-dose growth rescue (activation), most hits filed as activators; 410,000 tested, 1.8% active; AID 652104; also: % of control where 0% means no effect; nearly all actives have a fitted effect of over 50% in size
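Readout is BacTiter-Glo luminescence of cell growth, so inhibitors register as activators. TDP-43-expressing yeast at OD600=0.02 in galactose medium, after raffinose pregrowth to mid-log, were incubated with compound for 24 hr at 30 deg C.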
HEK293 tox = cytotoxicity counter-screen for GLP-1 receptor inverse agonists | 410,000 tested, 0.13% active | HEK293 cAMP-luciferase reporter cells, luminescence, 24 h | Potency, µM (top dose mostly 38.3 µM), without a hit: at the top dose activity change, negative = inhibition, most hits filed as inhibitors | AID 624418;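 also: loss of luciferase light is scored as toxicity; % is scaled to controls: 0 for no effect and ±100 for the full control effect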
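Luminescence readout: signal drop marks cytotoxicity. Plated cells grew 12 h at 37 °C, 5% CO2, received 23 nL compound for 24 h, then got luciferase reagent, read after 12 min at RT.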
SW480 rerep = induces DNA re-replication in SW480 colon adenocarcinoma cells | SW480 DNA re-replication, Hoechst DNA content imaging, 48 h | Potency, µM (doses to about 46.1 µM), inactives show at the top dose re-replication activation, hits mostly activators | 340,000 tested, 1.8% active; also: % of control where 0% means no effect; nearly all actives have a fitted effect of over 55% in size
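DNA re-replication was detected as more nuclei of elevated Hoechst intensity after 48 hr exposure to compound (23 nL pinned per well of 250 cells).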
GLP1R inv ag = acts as inverse agonist at human GLP-1 receptor | 410,000 tested, 1.6% active | HEK293 GLP-1R CRE-luciferase, luminescence, 24 h; GLP-1R form is constitutively active | P43220 | AID 624417 | Potency, µM (series often up to 38.3 µM), without a hit: at the top dose activity change, negative = inhibition, hits mostly inhibitors; also: % is scaled to controls: 0 for no effect and ±100 for the full control effect; nearly all actives have a fitted effect of over 55% in size
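qHTS in 1536-well format: reporter HEK293 cells expressing constitutive GLP-1R activity in DMEM + 10% Nu serum, 24 hr with compounds at 37 deg C, luminescence read after 12 min with detection reagent.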
The depositor's hits bear a star; ? = inconclusive; nt = no result given; & = joins results of further samples; [ ] = dose if it differs, or a comment. Calls follow the shape of the dose curve; as a rule, active = well fitted curve in the direction sought with a large enough effect; inconclusive = small, poorly fitted or top-dose-only effect, or another doubt; inactive = no such curve, though single readings can be large; an effect the other way counts as inactive or inconclusive. Potency is read from the fitted curve at half-maximal effect.

SMILES | KB-3-1 tox | HT1080 IDH1KD tx | HT1080NT lethal | KB-V1 MDR tox | GLP1R ag | TDP43 rescue | HEK293 tox | SW480 rerep | GLP1R inv ag
CC1CCCCN1Cc1c(O)ccc2c(=O)c(-c3nc4ccccc4s3)c(N)oc12 (configuration not stated) | 6% | ? | ? | -31% | 1% | -2% | -20% | 0% | ?
CCCCNC(=S)N/N=C1\C(=O)c2cccc3cccc1c23 | -3% | 9% | 9% | ? | -13% | 12% | -29% | 0% | 1%
CCCCCCC(=O)c1c(C)[nH]c(C(=O)OCC)c1C | -5% | -16% | -20% | 0% | 21% | 10µM* | 3% | 0% | ?
COc1cc(CC(=O)Nc2sccc2C(N)=O)cc(OC)c1OC | -3% | -12% | 1% | -9% | 14% | -11% | 27% | -8% | 34%[activator]
COc1cc(CNc2ccc3[nH]c(=O)[nH]c3c2)ccc1OCc1ccc(Cl)cc1 | -11% | -22% | -26% | 9% | 20% | ? | -17% | -14% | -4%
CCc1ccccc1NC(=O)C1CCCN1S(=O)(=O)c1ccc2c(c1)n(C)c(=O)c(=O)n2C (configuration not stated) | ? | 13% | 1% | ? | -4% | 10% | -2% | -6% | 18%
Cc1ccc(SCc2nc(-c3ccccn3)no2)cc1 | 1% | 3% | 7% | 8% | 14% | ? | 8% | -3% | 5%
COc1ccc(Cl)cc1NC(=O)Cn1c(=O)n(-c2ccc(C)cc2)c(=O)c2ccc(C(=O)NCc3ccccc3Cl)cc21 | -2% | nt | nt | ? | -8% | 1% | 9% | nt | 7%
CSc1ccccc1NC(=O)CN(C)CC(=O)Nc1ccc(S(=O)(=O)N2CCCC2)cc1 | 19% | 3% | 1% | ? | 7% | -4% | -4% | -5% | -6%
O=C(COC(=O)c1cccnc1Cl)NC1CCCCCC1 | -5% | 13% | 4% | 0% | 10% | -21% | -6% | 23% | -7%
CCOC(=O)c1cn(CC)c2ccc(S(=O)(=O)N3CC(C)CC(C)C3)cc2c1=O (configuration not stated) | 9% | -21% | ? | ? | 13% | -24% | -27% | -5% | -19%
CCc1ccc(C(C)NC(=O)C2CCCO2)cc1 (configuration not stated) | 1% | 11% | 4% | ? | 9% | -2% | 5% | -1% | -18%
CCCc1ccc(OCc2ccccc2)c2c(=O)cc(C(=O)OCC)oc12 | -2% | 2% | 5% | 16% | -3% | 0% | 8% | 3% | 16%
CCOc1ccc(/C=C/C(=O)Nc2sc3c(c2C(=O)OC)CCC3)cc1 | 6% | nt | nt | 17% | nt | -3% | 14% | nt | 12%
CN(C)NC(=O)c1cccc(Cl)c1 | 4% | 3% | 2% | -13% | 0% | 3% | -8% | -14% | -10%
CCc1nc2ccc(C(=O)Nc3ccc(NC(C)=O)cc3)cn2c1N(C)C(=O)Cc1ccccc1 | 0% | 5% | -7% | 3% | -4% | -9% | 2% | nt | -6%
CS(=O)(=O)Nc1ccc(C(=O)NC2CC3CCC2C3)cc1 (configuration not stated) | -1% | 13% | 2% | 16% | -7% | -8% | 8% | -4% | 2%
O=C(NCc1ccccn1)c1ccc(Cn2cc(C(F)(F)F)ccc2=O)cc1 | 8% | 6% | 7% | 2% | 15% | -7%[9.22 µM] | 9% | 3% | 1%
Cc1ccc(NC(=O)Cn2c(C)csc2=O)cc1 | 10% | 15% | 21% | 11% | 9% | -4% | 1% | -125% | 13%
COc1cccc(NC(=O)CN(C)C(C)C(=O)NC(C)c2ccc(Cl)cc2Cl)c1 (configuration not stated) | -1% | 1% | 0% | ? | 1% | ? | 2% | 0% | ?

Complete entries, looked up by structure. Order of values: KB-3-1 tox, HT1080 IDH1KD tx, HT1080NT lethal, KB-V1 MDR tox, GLP1R ag, TDP43 rescue, HEK293 tox, SW480 rerep, GLP1R inv ag
Profile of CCCCNC(=S)N/N=C1\C(=O)c2cccc3cccc1c23 : -3%, 9%, 9%, ?, -13%, 12%, -29%, 0%, 1%
Profile of CCc1ccccc1NC(=O)C1CCCN1S(=O)(=O)c1ccc2c(c1)n(C)c(=O)c(=O)n2C (configuration not stated) : ?, 13%, 1%, ?, -4%, 10%, -2%, -6%, 18%

(listing goes on)
SMILES | KB-3-1 tox | HT1080 IDH1KD tx | HT1080NT lethal | KB-V1 MDR tox | GLP1R ag | TDP43 rescue | HEK293 tox | SW480 rerep | GLP1R inv ag
Cc1cc(C)n2nc(SC(C)C(=O)N(C)C3CCCCC3)nc2n1 (configuration not stated) | 19% | 15% | -2% | -9% | 16% | 17% | 5% | -3% | 18%
C=CCN1C(=NC(=O)CC)SC2CS(=O)(=O)CC21 (configuration not stated) | 12% | 6% | 5% | -4% | 19% | -24% | 10% | -1% | 4%
N#Cc1nc(-c2ccc(COc3ccccc3)o2)oc1NCc1ccccc1 | 1% | nt | nt | -10% | nt | 7% | -2% | nt | ?
CN(C/C=C/C#CC(C)(C)C)Cc1cccc2ccccc12 | 0% | 15% | ? | -23% | 3%&-6% | 0% | -1% | 5%&-7% | ?
CCOC(=O)c1cn2cccnc2n1 | -5% | 9% | 0% | 16% | -9% | -7% | -5% | 0% | -14%
CS(=O)(=O)N(CC(=O)NCc1ccc(Cl)cc1)C1CCCCC1 | ? | 11% | -10% | 0% | -1% | 1% | -3% | 1% | -13%
O=C(c1ccco1)N1CCN(c2nc3ccsc3c(=O)s2)CC1 | 1% | 6% | 0% | -13% | 0% | ? | -20% | -1% | 10%
COc1cc(/C=C2\SC(N)=NC2=O)ccc1OCC(=O)Nc1ccccc1C | -1% | ? | ? | -14% | 23% | -6% | -13% | ? | ?
COC(=O)CCn1c(C)cc(C(=O)COc2ccccc2C(N)=O)c1C | 0% | ? | -18% | ? | 12% | -12% | 7% | -7% | 0%
C[C@@H]1CCC(=O)N(CC[C@H](Sc2ccccc2)c2ccccc2)CC1 | 7%&-16% | -5% | -1% | ? | 1% | -8% | -36% | 6% | ?
O=C(NCCCn1ccnc1)C(=O)NCC1OCCN1S(=O)(=O)c1ccc2c(c1)OCCO2 (configuration not stated) | 18% | 0% | 26% | 22% | 7% | -8% | -5% | -12% | -24%
Cc1cc(NC(=O)C2C3C(=O)N(Cc4ccc(Cl)cc4)C(C(=O)NC(C)(C)C)C34C=CC2(C)O4)no1 (configuration not stated) | 4% | -14% | -1% | -19% | 11% | -11% | 4% | 11% | 13%
Cc1cccc(C(=O)N2CCNC(=O)C2CC(=O)Nc2cccc(Cl)c2)c1 (configuration not stated) | 18% | 5% | 0% | ? | -5% | 9% | -9% | ? | -9%
CN1CCc2c(OCC(=O)N3CCCc4ccccc43)cccc2C1=O | -8% | 1% | -6% | ? | 14% | -12% | 5%[0.307 µM] | ? | 10%[0.307 µM]
Cc1c(N2C(=O)CSC2c2ccc([N+](=O)[O-])cc2)c(=O)n(-c2ccccc2)n1C (configuration not stated) | -4% | 26% | 16% | 17% | 10% | -6%[1.82 µM] | -4% | -6% | 19%
CNc1cncc(-c2ccc(F)cc2F)n1 | 0% | -1% | 1% | -3% | 4% | ? | -3% | nt | 17%
CCCNC(=O)C[C@@H]1C[C@@H]2c3cc(NS(=O)(=O)c4ccc(OC)cc4)ccc3O[C@@H]2[C@@H](CO)O1 | -10% | -9% | -6% | ? | -3% | -7% | 0% | nt | 1%
Cn1c(SCc2cc(=O)[nH]c3ccccc23)nnc1-c1ccco1 | 1% | 22% | 13% | 6% | -5% | 15% | -4% | -4% | 3%
O=c1oc(C2(O)CCCCC2)cc2ccccc12 | 0% | -1% | 0% | -2% | -1% | 25% | 0% | -2% | -9%
C[C@@H]1CN([C@H](C)CO)C(=O)c2cccc(NC(=O)Nc3ccc(C(F)(F)F)cc3)c2O[C@H]1CN(C)S(=O)(=O)c1cccs1 | 0% | ? | ? | -26% | -1% | 14% | -4% | ? | 10%
COCCCNC(=O)/C=C/c1cccc(Cl)c1 | 1% | 4% | 7% | 16% | -10% | 30% | 2% | -13% | 0%
CCCCN(CC)C(=O)Cn1ncc2c1-c1cc(C)ccc1OC2 | 0% | 3% | -18% | -5% | 11% | 13% | 3% | -11% | -30%
Cc1ccc(CNc2nc(NC(C)C)nc3ccsc23)c(C)c1 | 0% | ? | ? | -17% | -2% | 8% | -20% | nt | ?

In the list so far, 6 contain an aryl methoxy group:
SMILES | KB-3-1 tox | HT1080 IDH1KD tx | HT1080NT lethal | KB-V1 MDR tox | GLP1R ag | TDP43 rescue | HEK293 tox | SW480 rerep | GLP1R inv ag
COc1cc(CC(=O)Nc2sccc2C(N)=O)cc(OC)c1OC | -3% | -12% | 1% | -9% | 14% | -11% | 27% | -8% | 34%[activator]
COc1cc(CNc2ccc3[nH]c(=O)[nH]c3c2)ccc1OCc1ccc(Cl)cc1 | -11% | -22% | -26% | 9% | 20% | ? | -17% | -14% | -4%
COc1ccc(Cl)cc1NC(=O)Cn1c(=O)n(-c2ccc(C)cc2)c(=O)c2ccc(C(=O)NCc3ccccc3Cl)cc21 | -2% | nt | nt | ? | -8% | 1% | 9% | nt | 7%
COc1cccc(NC(=O)CN(C)C(C)C(=O)NC(C)c2ccc(Cl)cc2Cl)c1 (configuration not stated) | -1% | 1% | 0% | ? | 1% | ? | 2% | 0% | ?
COc1cc(/C=C2\SC(N)=NC2=O)ccc1OCC(=O)Nc1ccccc1C | -1% | ? | ? | -14% | 23% | -6% | -13% | ? | ?
CCCNC(=O)C[C@@H]1C[C@@H]2c3cc(NS(=O)(=O)c4ccc(OC)cc4)ccc3O[C@@H]2[C@@H](CO)O1 | -10% | -9% | -6% | ? | -3% | -7% | 0% | nt | 1%

Assay outcomes: PubChem, National Center for Advancing Translational Sciences (NCATS)
